Screens from PubChem BioAssay.
HKDC1 inhibitor: HKDC1 (human) hexokinase inhibition. recombinant HKDC1, G6PDH/diaphorase resazurin coupled fluorescence. Q2TB90. AID 493160. inhibition, % at 20 µM. 0.16% of 340,000 active;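 active means inhibition above about 35% when tested at 20 µM, limit read from the data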;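 further: plate controls were DMSO wells with enzyme for no effect and DMSO wells lacking enzyme for full effect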
Target sequence (Q2TB90 whole entry, looked up): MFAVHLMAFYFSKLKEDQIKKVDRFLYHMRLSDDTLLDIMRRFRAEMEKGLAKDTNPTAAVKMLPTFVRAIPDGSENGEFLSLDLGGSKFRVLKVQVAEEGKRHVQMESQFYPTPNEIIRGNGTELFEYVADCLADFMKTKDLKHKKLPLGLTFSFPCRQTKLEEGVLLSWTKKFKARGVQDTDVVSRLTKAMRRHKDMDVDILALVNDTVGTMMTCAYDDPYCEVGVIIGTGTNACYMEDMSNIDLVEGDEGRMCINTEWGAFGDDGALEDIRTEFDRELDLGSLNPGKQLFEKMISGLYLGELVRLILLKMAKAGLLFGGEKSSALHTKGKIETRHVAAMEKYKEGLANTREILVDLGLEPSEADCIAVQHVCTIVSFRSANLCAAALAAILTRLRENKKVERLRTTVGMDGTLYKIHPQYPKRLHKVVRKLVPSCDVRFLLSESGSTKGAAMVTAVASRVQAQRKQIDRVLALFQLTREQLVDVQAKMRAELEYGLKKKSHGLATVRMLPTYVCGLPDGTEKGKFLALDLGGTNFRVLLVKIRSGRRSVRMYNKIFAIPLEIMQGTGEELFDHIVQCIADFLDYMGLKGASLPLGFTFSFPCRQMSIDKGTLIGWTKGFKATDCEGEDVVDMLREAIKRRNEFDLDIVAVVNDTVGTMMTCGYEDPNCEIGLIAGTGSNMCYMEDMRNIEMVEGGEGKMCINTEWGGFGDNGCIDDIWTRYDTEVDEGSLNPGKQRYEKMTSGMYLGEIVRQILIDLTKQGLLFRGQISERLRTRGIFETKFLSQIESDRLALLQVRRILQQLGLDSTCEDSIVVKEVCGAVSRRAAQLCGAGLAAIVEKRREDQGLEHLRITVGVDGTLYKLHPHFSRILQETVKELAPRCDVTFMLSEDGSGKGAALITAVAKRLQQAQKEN
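Test system: HK5 enzyme. Quantity: 5 µg/mL HK5 final. Reagent: glucose and ATP substrates. Schedule: 90 min reaction incubation at room temperature, dark. Technique: resazurin-to-resorufin fluorescence via G6PDH and diaphorase coupling, 525/613 nm. Control set: DMSO wells with and without enzyme mix.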
697 NFkB inh: lowers PMA/ionomycin-induced NF-kB signal in 697 B cells. 0.33% of 330,000 active. AID 435022. 697 B-cell NF-kB luciferase reporter, 16 h. inhibition, % at 4 µM; in the data active means inhibition above about 35%
Jurkat NFkB inh: lowers PMA/ionomycin-induced NF-kB signal in Jurkat cells; PMA/ionomycin-induced NF-kB luciferase reporter, luminescence; inhibition, % at 4 µM; 0.53% of 330,000 active; AID 435003
UBC13 polyUb: inhibitors of human UBC13 polyubiquitin chain formation. P61088. TR-FRET. inhibition, % at 20 µM. 0.47% of 330,000 active; in the data active means inhibition above about 45%, passing the limit was not always enough
Target sequence (P61088 whole entry, looked up): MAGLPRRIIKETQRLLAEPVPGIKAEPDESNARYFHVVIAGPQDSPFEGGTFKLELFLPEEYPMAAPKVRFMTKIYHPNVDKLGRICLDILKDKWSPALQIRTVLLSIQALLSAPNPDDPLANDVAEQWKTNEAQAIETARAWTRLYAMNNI
Gli-Sufu antag: blocks Gli-Sufu signaling in a luciferase reporter. inhibition, % at 5 µM. AID 588413. Sufu-KO-LIGHT fibroblasts, Gli luciferase reporter luminescence. 0.74% of 340,000 active;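 active means inhibition above about 55%, limit read from the data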;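 further: 0% = DMSO-treated cells and 100% = wells with medium but no cells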
SENP7 block: inhibitors of human SENP7 protease; 1.5% of 330,000 active; inhibition, % at 5 µM; recombinant SENP7, Z-RLRGG-aminoluciferin luminescence, 40 min; Q9BQF6;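 active means inhibition above about 50% at the single test dose, limit read from the data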;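 further: plate controls were DMSO with enzyme for no effect and no enzyme buffer wells for full effect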
Apaf-1 inh: human Apaf-1 inhibition; inhibition, % at 20 µM; reconstituted apoptosome caspase-3 activity, DEVD-Rh110 fluorescence; 0.71% of 330,000 active; AID 489030; active means inhibition of at least 40% at 20 µM;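 further: plate controls were DMSO wells for no effect and DEVD-CHO caspase inhibitor wells for full effect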
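Assay system: Apoptosome proteins | Medium: pH 7.5 Hepes buffer with CHAPS, BSA, DTT | Also added: Cytochrome c and DEVD-Rh110 substrate | Times: 30 min plus 50 min, RT | Detection: Rhodamine 110 fluorescence at Ex 480/Em 540 nm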
SENP8 inh: SENP8 protease inhibition; inhibition, % at 10 µM; Q96LD8; AID 2540; 1.2% of 330,000 active; purified SENP8, Z-RLRGG-aminoluciferin cleavage, luminescence
Active calls of the source: *; / = no result given. Unless noted, no stated cut-off is given here; in the data, active means inhibition above about 50%; inactive means the rest.

Molecule	UBC13 polyUb	Apaf-1 inh	SENP8 inh	Jurkat NFkB inh	Gli-Sufu antag	697 NFkB inh	SENP7 block	HKDC1 inhibitor
CC(=O)c1cccc(NC(=O)c2csc3c2CCCCC3)c1	-12.4	11.0	-10.9	-26.9	-10.6	-14.3	2.2	9.2
CCOc1ccc(OCCSc2nnnn2-c2ccccc2)cc1	-2.0	11.6	-3.3	-1.8	-17.1	4.9	7.5	5.7
COc1cc(NC(=O)CSc2nnc(Cn3nnc4ccccc43)n2C)cc(OC)c1	6.5	5.0	-4.6	12.4	2.2	16.5	-1.6	0.8
Cc1cc(C(F)F)n2nc(C(=O)Nc3cccc(C(F)(F)F)c3)nc2n1	-2.6	1.2	5.7	15.4	8.8	23.2	0.2	-12.9
Cc1ccc2nc(SCC(=O)NCCCN3CCCC3=O)[nH]c2c1	6.1	-6.7	2.5	-2.2	-0.2	11.1	1.0	-3.9
O=C(NC(=S)NNC(=O)c1ccccc1O)c1ccc(F)cc1	-14.4	-6.5	-1.2	-3.7	5.7	-34.7	25.3	-37.7
O=C(Nc1nc2ccccc2s1)C1CCCO1 (stereo not given)	0.4	1.9	5.3	-79.9	-99.0	-101.6	44.2	-8.8
O=C(Nc1cccc(-c2csc(Nc3cccc(C(F)(F)F)c3)n2)c1)c1cc([N+](=O)[O-])cc(C(F)(F)F)c1	-30.7	-12.3	0.7	-5.5	23.6	-6.1	-0.6	2.2
Cc1cccc(NC(=O)CCC2CCN(C(=O)c3ccc(C)s3)CC2)c1	-0.1	13.8	4.6	2.0	14.2	10.1	4.2	3.2
CCOC(=O)CC/C(=N\NC(N)=O)c1ccc(OC)c(Cl)c1	4.8	-5.0	-2.8	10.1	-6.0	1.6	-2.9	-6.0
COc1ccccc1NS(=O)(=O)c1ccc2oc(SCC(C)=O)nc2c1	-3.5	-0.6	8.3	17.3	7.5	-16.3	-4.6	2.3
C=CCNc1oc(-c2ccco2)nc1S(=O)(=O)c1ccccc1	2.0	11.0	0.5	-7.9	-5.2	-3.2	-0.4	8.7
CCN1C(=O)/C(=c2\s/c(=C3\Sc4ccccc4N3C)c(=O)n2C)N(C)C1=S	-93.9	-13.9	-8.5	-13.1	/	1.6	1.1	/
O=C(/C=C/c1ccc([N+](=O)[O-])cc1)N1CCN(S(=O)(=O)c2ccccc2)CC1	-14.2	3.2	-14.2	-10.4	9.9	-19.1	-3.3	-3.3
COc1ccc(NC2=CC(c3ccccc3)N(c3ccc(OC)cc3)C2=O)cc1 (stereo not given)	-4.9	17.8	1.6	9.1	2.9	13.9	4.2	-0.7
COc1cc(O)c(/C=N/NC(=O)c2ccncc2)c(OC)c1[N+](=O)[O-]	-30.7	-5.6	-1.7	-11.0	13.4	13.1	9.8	-18.0
CC[C@H](C)[C@H](NC(=O)OCc1ccccc1)C(=O)OCC(=O)N(C)CC(=O)Nc1ccccc1Cl	-4.8	14.4	-4.4	-5.4	-0.1	3.4	-11.5	-2.6
COc1cccc(C2NC(=O)NC(O)(C(F)(F)F)C2C(=O)c2cccnc2)c1OC (stereo not given)	8.2	-11.2	-7.9	11.0	2.0	14.0	13.6	-6.5
Cc1cc(C(=O)Nc2ccc(S(=O)(=O)Nc3nccs3)cc2)c(C)o1	8.6	-1.6	-0.4	1.1	2.3	21.5	3.3	2.4
CC(=O)C(/C=N/c1ncc(C(F)(F)F)cc1Cl)=C(\C)O	9.2	2.6	-5.0	6.6	-5.2	20.6	9.1	-7.7
COc1cc(/C=N/NC(=O)c2sc(N)c(C#N)c2C)ccc1O	51.2*	-2.9	2.0	10.7	-14.2	-31.1	-0.9	9.8
Cc1nc2ccc(-c3nc4cc(N)ccc4o3)cc2[nH]1	-2.6	-0.1	54.3*	-90.2	-24.2	-139.9	76.8*	13.0
COc1ccc(-c2noc(CN3CCOCC3)n2)cc1OC	-5.5	5.3	-8.9	-17.6	-12.9	0.5	-5.9	-1.3
CCOC(=O)c1ccc(NC(=O)Cc2coc3cc4c(cc23)CCC4)cc1	5.8	11.0	2.2	4.7	30.6	-8.2	3.3	1.1
O=C(O)c1cccc(-c2nnn(Cc3ccccc3)n2)c1	3.7	-6.3	-9.5	-28.2	-100.2	-129.5	1.1	4.9
O=C(COC(=O)CC(c1ccccc1)c1ccccc1)Nc1c(F)cccc1F	-1.5	13.4	-2.8	-3.2	/	0.5	-8.5	/
Cc1[nH]nc2cn[nH]c12	-2.0	-5.0	3.6	-9.8	-0.3	18.7	9.8	10.8
Cc1ccc(NCc2nnc(SCC(=O)NNC(=O)Cc3ccccc3)n2C)cc1	8.7	-12.2	-6.0	-7.7	0.5	16.3	-8.1	-1.7
O=C(CCN1C(=O)CSc2ccccc21)Nc1cccc(C(F)(F)F)c1	10.2	9.4	9.4	-4.7	4.1	10.8	3.1	4.7
O=C(c1ccc(F)cc1Cl)N1CCN(S(=O)(=O)c2cccs2)CC1	3.9	5.5	7.3	2.3	-11.5	13.1	6.5	2.5
Cc1ccccc1OCC(O)CN (stereo not given)	3.3	-5.6	-9.0	-0.4	6.1	11.1	0.0	-5.6
CCc1ccc(OCC(=O)NC2CC(C)(C)NC(C)(C)C2)cc1	2.0	-5.4	2.7	-12.1	22.8	-15.9	5.3	-4.7
CCCNC(=O)OCCC12CC3CC(CC(C3)C1)C2	8.3	22.7	2.0	-12.7	-33.5	-58.6	-2.0	-6.2
CCSc1ccc2nnc(-c3cccs3)n2n1	15.0	8.1	-2.5	-3.6	-13.2	0.3	-12.5	4.0
COc1cc(C(=O)OC(C)C(=O)NCC2CCCCC2)cc(NC(=O)c2ccco2)c1OC (stereo not given)	0.6	12.6	-6.5	-18.5	61.1*	-7.6	-10.5	2.0
CSCc1cccc(C(=O)OC(C)C(=O)Nc2c(C)n(C)n(-c3ccccc3)c2=O)c1 (stereo not given)	5.1	14.8	-11.9	-0.2	-9.5	-2.6	-7.7	0.6
O=C(N/C(=C/c1ccccc1)C(=O)N1CCCCCC1)c1ccccc1	4.2	3.5	-4.7	7.4	7.0	-0.5	-6.1	-4.2
CCN(CC)CCCN1C(=O)c2oc3ccccc3c(=O)c2C1c1cc(OC)ccc1OC (stereo not given)	11.5	-19.7	0.0	-14.3	5.2	15.7	-0.8	-11.3
O=C(Cc1cccc(C(F)(F)F)c1)NCC(c1ccco1)N1CCCCC1 (stereo not given)	-11.0	2.3	-5.0	4.4	9.2	0.8	-12.7	-3.2
CCCCCOCC1CC(C/C(C)=N/Nc2nc(-c3ccccc3)cs2)C(=O)O1 (stereo not given)	-12.5	-23.1	-3.6	13.2	8.5	14.0	-0.7	-19.8
COC(=O)c1ccc(COc2ccccc2/C=C(\C#N)C(=O)Nc2ccc(C)cc2C)cc1	-14.2	11.9	10.9	-5.2	12.7	-30.3	-0.5	-2.6
CC(=O)Nc1ccc(S(=O)(=O)N[C@@H](C)C(=O)OCC(=O)c2ccc(C)cc2)cc1	3.9	-2.2	-3.8	9.7	-1.9	15.1	3.6	-5.1
COc1ccc(CCNS(=O)(=O)c2cn(C)nc2C)cc1	-5.5	10.6	-6.1	9.5	-3.5	-19.2	-21.6	0.2
O=C(C1CCCCC1)N(Cc1nc2sc3c(c2c(=O)[nH]1)CCCC3)Cc1cccs1	1.1	11.8	-6.0	0.5	5.4	2.1	-3.8	4.6
COc1ccc(N2C(=O)CC(Nc3ccc(C)cc3)C2=O)cc1 (stereo not given)	8.8	-5.4	0.5	10.1	39.9	10.0	-1.0	-7.3
CCn1cc(C(=O)NCCCN2CCC(C)CC2)c(=O)c2cc(S(=O)(=O)N(C)C3CCCCC3)ccc21	-1.9	6.8	-3.0	-17.5	38.8	-19.5	-13.5	-4.3
O=C1NC(Cc2ccccc2)c2nc3cc(F)ccc3c(=O)n2-c2ccc(Cl)cc21 (stereo not given)	16.4	3.9	4.3	-6.6	/	8.4	-1.0	/
COC(C(=O)Nc1ccc(F)c(F)c1)c1ccccc1 (stereo not given)	-0.6	-1.2	-10.1	-1.1	-1.8	1.8	-1.5	-2.4
COc1cc(C2NC(=O)NC(C)=C2C(=O)OC2CCCCC2)cc(Br)c1O (stereo not given)	3.9	5.4	-3.6	-2.1	-2.0	4.0	2.1	-5.5
Cc1cc([N+](=O)[O-])nn1CC(=O)N1CCOCC1	0.8	-10.1	0.4	14.5	-3.0	16.1	3.2	-8.5

The list continues.
Molecule	UBC13 polyUb	Apaf-1 inh	SENP8 inh	Jurkat NFkB inh	Gli-Sufu antag	697 NFkB inh	SENP7 block	HKDC1 inhibitor
CCOc1cc(N2CCOCC2)c(OCC)cc1NC(=O)c1cc(S(=O)(=O)N2CCOCC2)ccc1Cl	-15.5	4.6	1.7	9.2	0.5	-3.2	-5.2	9.6
O=C1NC(c2cccc(Cl)c2)Nc2ccccc21 (stereo not given)	5.6	-6.0	-13.4	-4.3	-10.7	-20.8	-4.2	9.8
O=C(N/C=C/c1ccccc1)c1ccccc1	-9.0	2.0	58.4*	-176.1	/	-195.6	41.0	-1.5
O=C(CSc1nc2ccccc2s1)NCCOc1ccccc1	21.3	3.7	-1.2	0.4	4.3	8.1	0.3	-3.8
Cc1cc(C)c(S(=O)(=O)Cc2ccccc2)c(=O)[nH]1	2.4	0.2	-1.8	19.1	-0.1	18.5	4.4	9.4
O=C(Nc1ccccn1)c1ccc(S(=O)(=O)N2CCCCC2)cc1	-1.1	9.7	-9.8	-64.2	-36.6	-58.2	3.4	1.3
O=C(NCCc1ccc2c(c1)OCCO2)c1ccc(F)cc1	9.0	-0.4	-5.0	2.0	15.1	-23.8	3.4	-8.3
COC(=O)Cc1sc(-c2ccccn2)nc1-c1ccccc1	6.0	-4.5	1.1	9.8	-3.8	-1.4	7.7	-13.7
O=C(Nc1ccc2c(c1)C(=O)N(c1ccccc1)C2=O)c1cccs1	5.1	-3.9	-0.2	-4.5	-20.3	-5.8	-0.9	-8.8
CSc1ccc(S(=O)(=O)Nc2ccccc2C(=O)N2CCOCC2)cc1	4.5	-9.3	0.7	9.8	-1.7	3.6	-4.9	-2.1
CS(=O)(=O)N1CCN(c2ccc(NC(=S)NC(=O)c3ccccc3[N+](=O)[O-])cc2)CC1	-10.1	1.6	-3.9	1.6	2.9	-3.9	-6.1	-8.0
O=C(NCCc1nc2ccccc2[nH]1)/C(=C/c1ccco1)NC(=O)c1ccco1	-4.3	-0.7	-6.4	5.8	0.4	7.3	4.9	-4.3
COc1cccc(NC(=O)CN2C(=O)NC3(CCCCCC3)C2=O)c1	18.0	-6.9	9.5	-8.0	-4.7	-2.7	-11.6	-2.3
CN(C)S(=O)(=O)n1cc(/C=C(\NC(=O)c2ccccc2F)C(=O)NCCCn2ccnc2)c2ccccc21	-11.3	-3.1	-5.9	-6.3	13.5	-8.1	9.2	-3.0

Molecules from the list above that have a nitro group on carbon:
Molecule	UBC13 polyUb	Apaf-1 inh	SENP8 inh	Jurkat NFkB inh	Gli-Sufu antag	697 NFkB inh	SENP7 block	HKDC1 inhibitor
O=C(Nc1cccc(-c2csc(Nc3cccc(C(F)(F)F)c3)n2)c1)c1cc([N+](=O)[O-])cc(C(F)(F)F)c1	-30.7	-12.3	0.7	-5.5	23.6	-6.1	-0.6	2.2
O=C(/C=C/c1ccc([N+](=O)[O-])cc1)N1CCN(S(=O)(=O)c2ccccc2)CC1	-14.2	3.2	-14.2	-10.4	9.9	-19.1	-3.3	-3.3
COc1cc(O)c(/C=N/NC(=O)c2ccncc2)c(OC)c1[N+](=O)[O-]	-30.7	-5.6	-1.7	-11.0	13.4	13.1	9.8	-18.0
Cc1cc([N+](=O)[O-])nn1CC(=O)N1CCOCC1	0.8	-10.1	0.4	14.5	-3.0	16.1	3.2	-8.5
CS(=O)(=O)N1CCN(c2ccc(NC(=S)NC(=O)c3ccccc3[N+](=O)[O-])cc2)CC1	-10.1	1.6	-3.9	1.6	2.9	-3.9	-6.1	-8.0

Not a hit list; about 3.6% have a hit in one of these screens.
